Screens as filed in PubChem.
GLS inh = glutaminase GLS (human) inhibition. O94925. GLS enzymatic activity, qHTS titration. Potency, µM (highest dose often 45.5 µM), for inactives: at the highest dose activity change, negative = inhibition, actives largely listed as inhibitors. 0.21% of 410,000 active; further: on the % scale 0 is the no-effect control and ±100 the full control effect
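Enzyme dispensed in phosphate buffer (45 mM, pH 8.2, 0.02% Tween-20), compounds pinned in, then 1 mM L-glutamine solution and the glutamate oxidase–HRP–Amplex Red mix added; fluorescence read immediately and again after 30 min at room temperature.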
12-LOX inh = blocks human arachidonate 12S-lipoxygenase; purified 12hLO, xylenol orange hydroperoxide absorbance; P18054; Potency, µM (highest dose often 108 µM), inactives show top-dose activity change, negative = inhibition, most hits filed as inhibitors; 1.1% of 580,000 active; further: on the % scale 0 is the no-effect control and ±100 the full control effect
Target sequence (P18054 whole entry, looked up): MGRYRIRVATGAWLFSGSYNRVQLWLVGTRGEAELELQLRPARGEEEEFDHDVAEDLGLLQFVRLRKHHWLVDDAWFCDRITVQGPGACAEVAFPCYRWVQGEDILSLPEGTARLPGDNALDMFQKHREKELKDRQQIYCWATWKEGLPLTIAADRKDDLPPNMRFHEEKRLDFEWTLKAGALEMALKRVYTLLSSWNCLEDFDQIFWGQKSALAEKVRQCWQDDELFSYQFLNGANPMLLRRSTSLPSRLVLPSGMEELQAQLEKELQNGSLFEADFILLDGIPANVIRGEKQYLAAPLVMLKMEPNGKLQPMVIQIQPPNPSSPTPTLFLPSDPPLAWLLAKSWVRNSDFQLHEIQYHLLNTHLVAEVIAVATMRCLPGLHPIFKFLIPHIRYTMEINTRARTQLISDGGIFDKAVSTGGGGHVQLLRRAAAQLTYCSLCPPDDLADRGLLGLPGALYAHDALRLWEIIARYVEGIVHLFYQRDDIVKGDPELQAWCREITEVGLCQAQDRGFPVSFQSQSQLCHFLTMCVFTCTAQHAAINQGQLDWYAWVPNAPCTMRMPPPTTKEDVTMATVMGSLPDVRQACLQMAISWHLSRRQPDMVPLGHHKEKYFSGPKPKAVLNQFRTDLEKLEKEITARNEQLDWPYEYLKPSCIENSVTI
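Purified human 12hLO at 150 nM in 25 mM Hepes, 0.01% Triton X-100, pH 7.0, preincubated 15 min at room temperature with compound. Reaction started with 40 uM arachidonic acid, 30 min at room temperature. Hydroperoxide measured by Fe-xylenol orange, 573/405 nm absorbance ratio.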
TrxR1 inh = inhibitors of rat thioredoxin reductase 1 | recombinant rTrxR1, NADPH fluorescence consumption, selenite substrate | O89049 | 1% of 390,000 active | Potency, µM (doses to about 114 µM), for the others: at the highest dose activity change, negative = inhibition, hits mostly inhibitors; further: on the % scale 0 is the no-effect control and ±100 the full control effect; nearly all actives have a fitted effect of over 65% in size
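Rat TrxR1 (90 nM in the dispensed reagent) was pre-reduced with 400 uM NADPH for 5 min at room temperature, then incubated with compound for 15 min. After 400 uM selenite was added, NADPH fluorescence (Ex 340/Em 450 nm) was followed for 8 min.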
HP1b binding inh = inhibitors of HP1-beta chromodomain binding to methylated histone tails | P83916 | AlphaScreen HP1-beta / biotin-H3K9me3 peptide binding | Potency, µM (highest dose often 114 µM), inactives show top-dose activity change, negative = inhibition, usual class: inhibitors | 0.56% of 390,000 active | AID 540317; further: nearly all actives have a fitted effect of over 70% in size; inactives centre near 23
Target sequence (P83916 whole entry, looked up): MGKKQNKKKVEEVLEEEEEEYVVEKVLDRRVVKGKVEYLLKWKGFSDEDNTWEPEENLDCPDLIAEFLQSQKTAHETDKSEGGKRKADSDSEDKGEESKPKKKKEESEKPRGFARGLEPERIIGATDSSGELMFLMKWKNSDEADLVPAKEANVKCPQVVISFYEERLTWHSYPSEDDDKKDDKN
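AlphaScreen: HP1-beta (50 nM) preformed 30 min with biotin-H3(1-18)K9me3 peptide (50 nM) in PBS pH 7.4, 0.01% Tween-20. Compound added for 30 min at RT, then streptavidin donor/nickel chelate acceptor beads (10 ug/mL) for 30 min.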
RGS4 inhibitor = inhibitors of human regulator of G protein signaling 4; P49798; Transcreener GDP fluorescence polarization, RGS4-accelerated GTP hydrolysis; Potency, µM (series often up to 114 µM), for inactives: at the highest dose activity change, negative = inhibition, usual class: inhibitors; 0.039% of 390,000 active; further: on the % scale 0 is the no-effect control and ±100 the full control effect; nearly all actives have a fitted effect of over 75% in size; some results filed as inactive show a strong effect at the top dose
Target sequence (P49798 whole entry, looked up): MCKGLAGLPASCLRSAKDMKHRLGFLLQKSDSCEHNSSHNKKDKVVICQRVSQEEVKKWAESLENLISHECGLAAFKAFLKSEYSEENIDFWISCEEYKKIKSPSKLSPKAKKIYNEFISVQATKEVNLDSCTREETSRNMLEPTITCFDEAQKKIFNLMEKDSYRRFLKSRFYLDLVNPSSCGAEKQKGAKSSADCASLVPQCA
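MLSMR compounds (23 nl, pin-transferred) preincubated 10 min at room temperature with a 500nM (2x) first reagent, then RGS4 at 900nM (2x) plus Transcreener GDP mix added; fluorescence polarization (620/688 nm) read before and after 90 min at 30 °C.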
JMJD2A Tudor inh = blocks the human JMJD2A Tudor domain; Potency, µM (top dose mostly 114 µM), without a hit: top-dose activity change, negative = inhibition, most hits filed as inhibitors; AID 504339; 4.4% of 390,000 active; AlphaScreen JMJD2A-Tudor / H3K4me3 peptide binding; O75164; further: on the % scale 0 is the no-effect control and ±100 the full control effect; nearly all actives have a fitted effect of over 50% in size
ERG Ets-DNA blk = blocks human ERG Ets domain binding to DNA | P11308 | fluorescence polarization, His-ERG Ets domain / labelled DNA | Potency, µM (titrated, usually from 76.9 µM), for inactives: at the top dose FP activity, negative = inhibition, actives largely listed as inhibitors | 0.028% of 370,000 active | AID 624246; active means well fitted inhibition curve with a large enough effect in the polarisation, with a control signal flat; inconclusive means small, poorly fitted or top-dose-only effect, or effect the other way, or a change in a side signal; inactive means no such curve, though single readings can be large or run the other way; the % refers to the polarisation;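 further: polarization taken with two DNA probes labelled with fluorescein and Texas red; % of control where 0% means no effect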
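His-tagged ERG Ets domain (1 uM in the protein solution; 300mM KCl, 50mM Tris-HCl, 1mM EDTA, 1mM DTT, pH 7.5) received compound, then a probe mix of 5 nM fluorescein-DNA and 100nM Texas-615-DNA. Fluorescence polarization was read for both dyes.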
Tb PGK inh = T. brucei PGK inhibition | P07378 | PGK/GAPDH coupled, Kinase-Glo luminescence, 60 min | Potency, µM (top dose mostly 57.5 µM), inactives show at the top dose activity change, negative = inhibition, usual class: inhibitors | 0.043% of 380,000 active; further: on the % scale 0 is the no-effect control and ±100 the full control effect; nearly all actives have a fitted effect of over 60% in size
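Luminescent ATP detection (Kinase-Glo Plus) follows a 60-minute room-temperature incubation, with wells lacking PGK as controls. Buffer: 100 mM TEA (pH 7.6), 5 mM MgCl2, 0.01% Tween-20. Coupling enzyme GAPDH (100 nM final) supplies unstable 1,3-BPG in-well.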
Pin1 inh = human Pin1 inhibition. Potency, µM (highest dose often 115 µM), without a hit: top-dose activity, negative = inhibition, actives largely listed as inhibitors. Pin1 FP peptide displacement, HiFluor488, 10 min. Q13526. 0.009% of 390,000 active; active means well fitted inhibition curve with a large enough effect in the polarisation, with a control signal flat, not every such curve was filed as active; inconclusive means small, poorly fitted or top-dose-only effect, or effect the other way, or a change in a side signal; inactive means no such curve, though single readings can be large or run the other way; the % refers to the polarisation; further: on the % scale 0 is the no-effect control and ±100 the full control effect
* hit, by the source's call; i = inactive; u = inconclusive; x = no result given; [ ] = remark or other dose. Unless noted, the call rests on the fitted dose curve; in most records, active means well fitted curve in the direction sought with a large enough effect; inconclusive means small, poorly fitted or top-dose-only effect, or another doubt; inactive means no such curve, though single readings can be large; an effect the other way counts as inactive or inconclusive. Potency means the concentration at half of the fitted maximal effect. An excerpt; count on the stated rates, not on these rows.

GLS inh	12-LOX inh	TrxR1 inh	HP1b binding inh	RGS4 inhibitor	JMJD2A Tudor inh	ERG Ets-DNA blk	Tb PGK inh	Pin1 inh	SMILES
1%	u	-2%	27%	17%	-9%	0%	8%	-2%	COc1cc(C2CC(=O)Oc3ccc(C(C)(C)C)cc32)cc(OC)c1OC (stereo unspecified)
1%	0%	3%	42%	14%	-7%	-5%	i	1%	Cc1nn(-c2ccccc2)c2sc(C(=O)OCC(=O)N3CCCCC3)cc12
-3%	u	17%	5%	7%	-12%	-6%	4%	20%	CCCOc1ccc(C(=O)N(CC(C)C)c2c(N)n(Cc3ccccc3)c(=O)[nH]c2=O)cc1
-7%	1%	8%[57.1 µM]	27%	-21%	-1%	-7%	5%	3%	Nn1c(SCC(=O)Nc2cc(S(=O)(=O)N3CCOCC3)ccc2Cl)nnc1-c1cccnc1
-21%	-24%	-5%	48%[activator]	72%[activator]	-6%	-6%	6%	0%	O=C(NCc1ccco1)c1cnn2cccnc12
-6%	4%	43%[activator][57.1 µM]	26%	-29%	5%	4%	1%	-7%	CC(=O)N1CCc2cc(Br)cc(S(=O)(=O)CCC(=O)Nc3c(C)n(C)n(-c4ccccc4)c3=O)c21
-2%	u	6%[57.1 µM]	-1%	3%	-25%	-4%	i	-1%	COc1ccc2oc(C(=O)OCC(=O)N(C)c3ccccc3)c(C)c2c1
3%	0%	-19%	39%[activator]	-4%	-12%	6%	-3%	-9%	CC[C@]12c3[nH]c4ccc(OC)cc4c3CCN1C(=O)C(CC(=O)NCCCN(C)C)C[C@@H]2C(=O)N1CCN(C(=O)C2CC2)CC1 (stereo partly specified)
-1%	4%	-9%	9%	2%	-12%	x	4%	2%	c1ccc(-n2ncc3c2ncn2nnnc32)cc1
7%	0%	30%[57.1 µM]	1%	-35%	-31%	-9%	i	-7%	CCS(=O)(=O)N1Cc2ccccc2CC1C(=O)NCCc1c[nH]c2ccccc12 (stereo unspecified)

Three structures already listed, sorted by molecular weight, lowest first:
GLS inh	12-LOX inh	TrxR1 inh	HP1b binding inh	RGS4 inhibitor	JMJD2A Tudor inh	ERG Ets-DNA blk	Tb PGK inh	Pin1 inh	SMILES
-1%	4%	-9%	9%	2%	-12%	x	4%	2%	c1ccc(-n2ncc3c2ncn2nnnc32)cc1
-7%	1%	8%[57.1 µM]	27%	-21%	-1%	-7%	5%	3%	Nn1c(SCC(=O)Nc2cc(S(=O)(=O)N3CCOCC3)ccc2Cl)nnc1-c1cccnc1
3%	0%	-19%	39%[activator]	-4%	-12%	6%	-3%	-9%	CC[C@]12c3[nH]c4ccc(OC)cc4c3CCN1C(=O)C(CC(=O)NCCCN(C)C)C[C@@H]2C(=O)N1CCN(C(=O)C2CC2)CC1 (stereo partly specified)

(further entries)
GLS inh	12-LOX inh	TrxR1 inh	HP1b binding inh	RGS4 inhibitor	JMJD2A Tudor inh	ERG Ets-DNA blk	Tb PGK inh	Pin1 inh	SMILES
-2%	-34%	19%	31%	-10%	-14%	-3%	-2%	-15%	Cc1cc(C)c(NC(=O)Cn2c(=O)n(CC(=O)NCCc3ccccc3)c(=O)c3ccccc32)c(C)c1
17%	-16%	25%	32%	-5%	-10%	10%	-5%	-2%	Cc1ccc(S(=O)(=O)NNC(=O)Nc2ccc(C)c(C)c2)c(C)c1
7%	1%	0%	32%	8%	1%	1%	7%	2%	COc1ccc(/C=C(/NC(=O)c2ccccc2)C(=O)NCc2ccncc2)cc1
-2%	0%	1%[57.1 µM]	13%	-17%	-8%	-13%	-5%	-9%	CCOC(=O)c1ccc(CN2Cc3ccccc3C2=O)cc1
9%	-12%	-3%[57.1 µM]	15%	9%	-25%	-3%	2%	4%	CCOc1ccc(S(=O)(=O)n2cc(F)c(=O)[nH]c2=O)cc1
0%	27%	11%	15%	6%	-15%	3%	-4%	-2%	CCn1c(=O)c(C(=O)NNC(=O)c2ccccc2Cl)c(O)c2ccccc21
-8%	-4%	10%	32%	-26%	-11%	1%	-4%	-7%	COc1ccc(-c2nnn(CC(=O)N(CC(=O)NC3CCCC3)c3cccc(C)c3)n2)cc1OC
0%	u	-18%	23%	1%	-28%	5%	9%	39%[activator]	O=C1N(Cc2cccnc2)C[C@@H]2C[C@@H](c3cccc(OC4CCCC4)c3)N3CCC[C@@]123
-7%	0%	1%[11.4 µM]	-16%	u	u	2%	-4%	6%	O=C(NC(=S)Nc1nc(-c2ccc(Cl)cc2)cs1)c1cccs1
-9%	-7%	9%	36%	-22%	-23%	-2%	i	1%	O=C(O)C1CC(c2ccccc2)=Nc2ccccc2S1 (stereo unspecified)

Compounds shown so far with an NH in an aromatic ring, in the order listed:
GLS inh	12-LOX inh	TrxR1 inh	HP1b binding inh	RGS4 inhibitor	JMJD2A Tudor inh	ERG Ets-DNA blk	Tb PGK inh	Pin1 inh	SMILES
-3%	u	17%	5%	7%	-12%	-6%	4%	20%	CCCOc1ccc(C(=O)N(CC(C)C)c2c(N)n(Cc3ccccc3)c(=O)[nH]c2=O)cc1
3%	0%	-19%	39%[activator]	-4%	-12%	6%	-3%	-9%	CC[C@]12c3[nH]c4ccc(OC)cc4c3CCN1C(=O)C(CC(=O)NCCCN(C)C)C[C@@H]2C(=O)N1CCN(C(=O)C2CC2)CC1 (stereo partly specified)
7%	0%	30%[57.1 µM]	1%	-35%	-31%	-9%	i	-7%	CCS(=O)(=O)N1Cc2ccccc2CC1C(=O)NCCc1c[nH]c2ccccc12 (stereo unspecified)
9%	-12%	-3%[57.1 µM]	15%	9%	-25%	-3%	2%	4%	CCOc1ccc(S(=O)(=O)n2cc(F)c(=O)[nH]c2=O)cc1

More entries follow:
GLS inh	12-LOX inh	TrxR1 inh	HP1b binding inh	RGS4 inhibitor	JMJD2A Tudor inh	ERG Ets-DNA blk	Tb PGK inh	Pin1 inh	SMILES
23%	0%	-5%	28%	-28%	-3%	4%	2%	-6%	Cn1c(CNc2ccccc2)cc(=O)n(C)c1=O
2%	u	u	4%	-15%[56.9 µM]	-11%	-4%	-7%	-4%	C[n+]1ccccc1/C=C/c1ccccc1Cl
11%	-7%	9%	20%	-38%	-12%	3%	i	-10%	COc1ccc(NC2CCCN(C(=O)CCN3CCOCC3)C2)cc1 (stereo unspecified)
3%	3%	-13%	19%	-23%	-15%	-1%	3%	41%[activator]	Cc1cc(C(=O)COc2ccc3ccc(=O)oc3c2)c(C)n1Cc1cccs1
13%	13%	14%	16%	-30%	-27%	4%	20%	0%	CC(C)C[C@@H](N)c1nnc(SCC(=O)c2ccc(Cl)cc2)o1
-1%	u	44%[activator][57.1 µM]	35%	4%	-14%	-3%	i	-5%	CC1CCN(c2nnc(-c3ccccc3)c3ccccc23)CC1
-3%	u	9%	34%	3%	1%	-9%	-1%	-8%	CCN(CC)C(=O)Oc1ccc2c(=O)c(-c3ccc(OC)cc3)c(C)oc2c1
3%	-1%	11%	29%	13%	-17%	-6%	-7%	-9%	CC(C)c1cccc(C(C)C)c1NC(=O)Cn1c(=O)cnc2ccccc21
-4%	-11%	-5%	17%	5%	-29%	2%	7%	34%[activator]	CCOC(=O)Cc1csc(/N=C/c2c(O)n(-c3ccccc3C(F)(F)F)c(=O)c3ccccc23)n1
7%	6%	-1%	3%	-9%	-11%	-1%	i	-11%	COc1ccc(S(=O)(=O)N2CCc3ccccc32)cc1C(=O)Nc1cccnc1
3%	u	11%[57.1 µM]	31%	-21%	10%	12%	i	x	CCOC(=O)N1CCN(CC(O)COCCC23CC4CC(CC(C4)C2)C3)CC1 (stereo unspecified)
3%	-14%	17%	25%	15%	3%[57.1 µM]	-13%	12%	3%	Cn1c(=O)c(C(=O)CN2CCN(S(=O)(=O)c3ccccc3)CC2)c(N)n(Cc2ccccc2)c1=O
0%	-9%	1%	42%[activator]	1%	11µM*	2%	i	2%	CCOc1ccc(NC(=O)CC(NCc2ccccn2)C(=O)O)cc1 (stereo unspecified)
16%	2%	2%	18%	3%	-22%	1%	4%	0%	O=C(c1cccc(Oc2ccccc2)c1)N1CCN(c2ccccn2)CC1
6%	-9%	-12%	46%[activator]	-6%	-5%	11%	9%	3%	O=C(CNC(=O)c1ccccc1)NCc1ccc(Cl)cc1
-1%	0%	11%	30%	17%	-14%	11%	-14%	-7%	CC(C)NCc1nnc(-c2ccc(Cl)cc2)o1

Random excerpt: 2 entries already listed, in no set order.
GLS inh	12-LOX inh	TrxR1 inh	HP1b binding inh	RGS4 inhibitor	JMJD2A Tudor inh	ERG Ets-DNA blk	Tb PGK inh	Pin1 inh	SMILES
6%	-9%	-12%	46%[activator]	-6%	-5%	11%	9%	3%	O=C(CNC(=O)c1ccccc1)NCc1ccc(Cl)cc1
3%	u	11%[57.1 µM]	31%	-21%	10%	12%	i	x	CCOC(=O)N1CCN(CC(O)COCCC23CC4CC(CC(C4)C2)C3)CC1 (stereo unspecified)
